CDK5 p35 inh: blocks human CDK5/p35 kinase activity | inhibition, % at 10 µM | AID 488839 | Recombinant CDK5/p35, ADP-Glo luminescence, 60 min | 330,000 compounds, 0.01% hits | Q00535+Q15078;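 active means highest replicate inhibition of at least 50% and at least 75% of replicates reaching 50%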;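 further: plate controls were DMSO neutral control for no effect and GW8510 at 10 µM for full effect; many of its hits are not listed in these tables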
AddAB inh: less growth of phage-infected E. coli with AddAB | E. coli expressing H. pylori AddAB, absorbance growth | inhibition, % at 11.9 µM | 330,000 compounds, 0.29% hits | AID 435030; in the data active means inhibition above about 12%;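 further: 0% = vehicle wells of infected cells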
phage Ecoli inh: E. coli growth loss with phage present; 360,000 compounds, 0.26% hits; growth absorbance; inhibition, % at 11.9 µM; AID 651602; in the data active means inhibition above about 11%
PKA-R1A activ: activates the PKA-R1A holoenzyme complex; P00514+P68181; PKA-R1A dissociation, Cy5-IP20 fluorescence polarization; scaled: DMSO 0%, 113 µM cGMP 100%; activation, % at 11.4 µM; 340,000 compounds, 0.083% hits; AID 504707;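 active means percent activation above the mean of all tested compounds plus 3 SD, cut at about 19% in these data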;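 further: higher means more PKAc released from R1A so a rise in polarization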
SUMO Mot1 rescue: blocks SUMOylation pathway, rescuing yeast Mot1-301 growth; S. cerevisiae Mot1-301 growth rescue, ATP luminescence, 38.5C; percent above DMSO median, 100 means doubled; growth rescue, % at 18.8 µM; 320,000 compounds, 1% hits;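 active means every valid replicate shows activation above 250% relative to neutral control wells; inactive means the rest, any valid replicate at or below 250%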;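 further: OY570 slx delta 5 strain wells were the positive control but not used for scaling; some compounds called inactive have numbers as strong as hits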
PKA-R2B activ: activates the human PKA-R2B holoenzyme complex. 340,000 compounds, 0.079% hits. P22694+P31323. PKA-R2B holoenzyme dissociation, Cy5-IP20 fluorescence polarization; R2B truncated from residue 108, S112A mutant; 0% DMSO only, 100% 113 µM cGMP. activation, % at 11.4 µM. AID 504700;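 active means activation above a cutoff set at the mean over all compounds plus 3 SD, cut at about 18% in these data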;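 further: higher means more holoenzyme dissociation and a rise in polarization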
HTR5A ag ctr: counter-screen for OPRM1-OPRD1 agonists: human HTR5A agonism. activation, % at 9.3 µM. HTR5A agonist assay, luminescence, cell-based. AID 504692. 340,000 compounds, 0.61% hits; in the data active means activation mostly above about 9.5%, no sharp cut-off; inactive means mostly below about 7.6%;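 further: 0% = cells with vehicle only and 100% = reference agonist; strong numbers were not always called active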
Target sequence (P47898 whole entry, looked up): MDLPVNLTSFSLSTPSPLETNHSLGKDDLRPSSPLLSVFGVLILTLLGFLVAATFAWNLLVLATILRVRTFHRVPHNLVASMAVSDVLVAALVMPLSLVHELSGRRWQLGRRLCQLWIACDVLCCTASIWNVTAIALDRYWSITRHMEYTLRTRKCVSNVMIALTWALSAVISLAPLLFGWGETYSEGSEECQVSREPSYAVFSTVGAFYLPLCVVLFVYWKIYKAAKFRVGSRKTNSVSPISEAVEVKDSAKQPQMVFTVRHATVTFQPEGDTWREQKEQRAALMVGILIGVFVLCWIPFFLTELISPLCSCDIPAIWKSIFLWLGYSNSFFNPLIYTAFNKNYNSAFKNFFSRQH
E coli growth: reduces bacterial viability in AddAB counter-screen; E. coli V3065 growth, OD600 absorbance, 18 h; inhibition, % at 11.9 µM; 330,000 compounds, 0.27% hits; AID 449728;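 active means inhibition above the campaign's mean inhibition across all tested compounds plus 3 SD, cut at about 9.9% in these data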;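 further: uninfected addAB+ strain grown without phage in ampicillin broth; 0% = DMSO wells and 100% = ciprofloxacin 0.95 µg/ml wells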
HTR5A inv ag: counter-screen for OPRM1-OPRD1 inverse agonists: human HTR5A inverse agonism. P47898. HTR5A cell line, luminescence. inhibition, % at 9.3 µM. 340,000 compounds, 0.083% hits. AID 504634; in the data active means inhibition mostly above about 23%, no sharp cut-off; inactive means mostly below about 18%;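 further: 0% = cells with DMSO and 100% = no-cell wells with DMSO; some compounds called inactive have numbers as strong as hits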
DAGLB inhibitor: diacylglycerol lipase beta (human) inhibition; Q8NCG7; HEK293T DAGLB membrane lysate, EnzChek fluorogenic substrate; inhibition, % at 5.17 µM; 340,000 compounds, 0.059% hits; in the data active means inhibition above about 34%;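 further: 0% = enzyme with vehicle and 100% = wells lacking enzyme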
Target sequence (Q8NCG7 whole entry, looked up): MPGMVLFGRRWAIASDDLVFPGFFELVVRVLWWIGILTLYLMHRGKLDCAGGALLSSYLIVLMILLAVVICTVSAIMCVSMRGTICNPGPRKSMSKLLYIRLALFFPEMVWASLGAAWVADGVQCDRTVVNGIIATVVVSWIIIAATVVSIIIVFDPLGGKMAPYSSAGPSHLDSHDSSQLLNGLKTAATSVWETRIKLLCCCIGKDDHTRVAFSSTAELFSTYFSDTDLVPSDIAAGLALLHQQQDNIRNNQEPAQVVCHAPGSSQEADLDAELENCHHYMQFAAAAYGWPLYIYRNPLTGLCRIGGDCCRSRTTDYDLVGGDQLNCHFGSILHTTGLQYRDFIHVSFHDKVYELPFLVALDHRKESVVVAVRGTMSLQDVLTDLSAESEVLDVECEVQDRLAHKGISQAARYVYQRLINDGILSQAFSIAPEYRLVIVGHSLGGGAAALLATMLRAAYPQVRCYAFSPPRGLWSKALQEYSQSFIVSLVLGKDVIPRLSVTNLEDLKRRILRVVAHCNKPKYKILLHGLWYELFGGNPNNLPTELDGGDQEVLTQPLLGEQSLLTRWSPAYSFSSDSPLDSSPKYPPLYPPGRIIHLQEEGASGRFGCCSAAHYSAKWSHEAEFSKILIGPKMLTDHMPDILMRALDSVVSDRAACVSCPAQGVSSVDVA
Tat export inh: E. coli Tat transport inhibition. E. coli MC4100 TorA-mCherry Tat export, fluorescence. inhibition, % at 10 µM. 340,000 compounds, 0.036% hits;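 active means mean replicate inhibition at least 50% and at least half of replicates individually reaching 50%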;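 further: exported cargo escapes ClpAP degradation while cytoplasmic cargo is degraded and loses fluorescence; 0% = median of neutral control wells and 100% = median of NaSCN control wells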
Starred values were filed as active, the others as inactive; . = no result given.

SMILES | CDK5 p35 inh | AddAB inh | phage Ecoli inh | PKA-R1A activ | SUMO Mot1 rescue | PKA-R2B activ | HTR5A ag ctr | E coli growth | HTR5A inv ag | DAGLB inhibitor | Tat export inh
CC1(C)CC(=O)C2=C(C1)NC(=O)CC2c1cc(F)ccc1F (stereo not drawn) | 0.0 | 1.8 | 3.3 | 2 | -8 | -1 | -3 | -0.7 | 6 | 1 | 4
Cc1ccc(CNC(=O)CN2C(=O)NC(C)(c3ccccc3Cl)C2=O)cc1 (stereo not drawn) | 2.3 | 0.1 | 0.0 | 2 | -6 | -3 | -3 | -2.2 | 10 | -2 | -2
CCOC(=O)CCN(Cc1cccs1)S(=O)(=O)c1ccc(F)cc1 | -4.6 | 1.4 | 0.6 | -9 | 1 | 0 | -1 | -1.3 | 3 | -6 | -1
CC1CC(=O)Nc2ccccc2N1S(=O)(=O)c1ccc(C(F)(F)F)cc1 (stereo not drawn) | -0.3 | 3.4 | 3.4 | 1 | -14 | 2 | 4 | -0.8 | -2 | 2 | 2
CCOC(=O)c1cn(Cc2ccccc2)c2cc(C)nn2c1=O | -2.9 | 3.3 | 2.7 | -2 | -10 | 3 | 0 | 0.3 | -29 | -2 | 21
O=S(=O)(c1cccc(-c2n[nH]c(=S)n2-c2ccc(OC(F)(F)F)cc2)c1)N1CCOCC1 | -4.0 | 3.4 | 0.8 | 0 | -3 | 2 | -4 | 0.0 | -3 | 1 | -7
Cc1cc2ncn(C3CC(O)C(CO)O3)c2cc1C (stereo not drawn) | -1.8 | . | 1.6 | -10 | . | 4 | -1 | . | 3 | -1 | 5
Cc1cc(C)c(C)c(C(=O)CSc2nnc(-c3ccc4[nH]c(C)c(C)c4c3)o2)c1C | -0.1 | 0.3 | 1.2 | -5 | . | 11 | 4 | 1.9 | -10 | -6 | -3
O=C(C1CCCN1C(=O)c1cccs1)N1CCc2ccccc21 (stereo not drawn) | -0.4 | 0.2 | 0.3 | -5 | 2 | 3 | 1 | -0.8 | 9 | -1 | 2
CCN(CC)Cc1nc2c(c(=O)[nH]1)C(CC)(CC)Cc1ccccc1-2 | 0.4 | -4.6 | -3.0 | 2 | -6 | 2 | -2 | -2.5 | 8 | -5 | -4
CCCC1(c2ccccc2)NC(=O)N(CC(=O)NCC2COc3ccccc3O2)C1=O (stereo not drawn) | -1.7 | 2.8 | 1.9 | -1 | -13 | -3 | 2 | -0.3 | -6 | 0 | 5
CN(CC(=O)Nc1ccccc1C(F)(F)F)C(=O)c1ccc2c(=O)n3c(nc2c1)CCC3 | -1.5 | 2.0 | -1.8 | 5 | -4 | -7 | -2 | -1.4 | 4 | -1 | -2
CC1CCCCN1CC(=O)Nc1ccc2c(c1)OC(F)(F)O2 (stereo not drawn) | -1.1 | 4.8 | 4.3 | 5 | 9 | -5 | -2 | 2.9 | 4 | -3 | 3
CC(=O)N1c2ccc(S(=O)(=O)N3CCCC3)cc2CC1C(=O)NCc1ccc(OC(C)C)cc1 (stereo not drawn) | -0.5 | 1.8 | 2.2 | 8 | -19 | 5 | 3 | -1.0 | 9 | 0 | -4
COc1cc(C(=O)Nc2nnc(Cc3ccccc3)s2)cc(OC)c1OC | 1.3 | . | 0.6 | -10 | 17 | -2 | -1 | . | 2 | -1 | 0
COc1ccc(-c2nn(CCC(=O)O)cc2/C=C2\SC(N)=NC2=O)cc1OC | -0.2 | 2.4 | 3.0 | -14 | 3 | -9 | 3 | 1.2 | 5 | 0 | -4
O=C(Cn1nc(C(F)(F)F)c2c1CCCCC2)N1CCOCC1 | 1.3 | 4.8 | 0.2 | 1 | -1 | -6 | 11 | -0.5 | -27 | -5 | -5
COc1ccc2[nH]c3ccccc3c2c1 | 0.4 | 1.2 | 2.8 | 2 | -6 | -9 | -2 | -0.3 | -14 | 0 | -1
CCOC(=O)C1C(C(=O)OC)=C(c2ccc(F)cc2)c2ccccc2N1S(=O)(=O)C(F)(F)F (stereo not drawn) | 0.4 | -0.9 | 0.6 | -5 | . | -5 | -1 | 3.0 | 3 | -3 | -2
COc1ccc(N2CCN(C(=O)CCNS(=O)(=O)c3ccc(Br)s3)CC2)cc1 | -1.0 | 2.8 | 1.4 | 8 | 94 | -6 | 2 | 1.4 | 19 | 0 | -14
O=C(NCc1ccccc1)C(=O)Nc1cccc(C(=O)O)c1 | -6.6 | 3.3 | 0.9 | 0 | 101 | 4 | 4 | 2.9 | 12 | 0 | 11
CCSc1nnc(N2C(=O)C(O)=C(C(=O)c3ccco3)C2c2cccc(OC)c2)s1 (stereo not drawn) | -2.8 | 3.2 | -2.0 | -14 | 38 | 6 | -4 | 0.2 | 15 | 4 | 9
CCOC(=O)c1cccc(NC(=O)COc2nsnc2N2CCOCC2)c1 | -1.5 | 4.2 | 1.2 | -9 | -19 | 1 | 1 | -2.0 | -8 | -9 | -4
O=C(CSCc1c(F)cccc1Cl)NCc1cccnc1 | 1.0 | 0.9 | 2.1 | -4 | -11 | -8 | 0 | -1.9 | 16 | 4 | 1
O=C(O)CCc1ccc(-c2ccccc2)n1NC(=O)c1sc2ccccc2c1Cl | 0.5 | 1.6 | 1.9 | -6 | -12 | 1 | -1 | -0.2 | -8 | 5 | -6

Some values from the entries so far:
Value for CCOC(=O)CCN(Cc1cccs1)S(=O)(=O)c1ccc(F)cc1 under DAGLB inhibitor: -6
Value for CCSc1nnc(N2C(=O)C(O)=C(C(=O)c3ccco3)C2c2cccc(OC)c2)s1 (stereo not drawn) under E coli growth: 0.2
Value for COc1ccc(-c2nn(CCC(=O)O)cc2/C=C2\SC(N)=NC2=O)cc1OC under SUMO Mot1 rescue: 3
Value for O=S(=O)(c1cccc(-c2n[nH]c(=S)n2-c2ccc(OC(F)(F)F)cc2)c1)N1CCOCC1 under SUMO Mot1 rescue: -3
Value for CCOC(=O)c1cn(Cc2ccccc2)c2cc(C)nn2c1=O under HTR5A ag ctr: 0
Value for CN(CC(=O)Nc1ccccc1C(F)(F)F)C(=O)c1ccc2c(=O)n3c(nc2c1)CCC3 under HTR5A inv ag: 4

Rewritten in markdown: entries from further up.
| Structure | CDK5 p35 inh | AddAB inh | phage Ecoli inh | PKA-R1A activ | SUMO Mot1 rescue | PKA-R2B activ | HTR5A ag ctr | E coli growth | HTR5A inv ag | DAGLB inhibitor | Tat export inh |
| --- | --- | --- | --- | --- | --- | --- | --- | --- | --- | --- | --- |
| O=S(=O)(c1cccc(-c2n[nH]c(=S)n2-c2ccc(OC(F)(F)F)cc2)c1)N1CCOCC1 | -4.0 | 3.4 | 0.8 | 0 | -3 | 2 | -4 | 0.0 | -3 | 1 | -7 |
| Cc1cc2ncn(C3CC(O)C(CO)O3)c2cc1C (stereo not drawn) | -1.8 | . | 1.6 | -10 | . | 4 | -1 | . | 3 | -1 | 5 |

(further entries)
SMILES | CDK5 p35 inh | AddAB inh | phage Ecoli inh | PKA-R1A activ | SUMO Mot1 rescue | PKA-R2B activ | HTR5A ag ctr | E coli growth | HTR5A inv ag | DAGLB inhibitor | Tat export inh
C=CCN1C(=O)C2C(C(=O)NC3CCCC3)C3(C)C=CC2(O3)C1C(=O)NC1CCCC1 (stereo not drawn) | 0.0 | 2.5 | -0.7 | -2 | 5 | -5 | 1 | -0.2 | -3 | 1 | 0
O=C(Oc1cc(Cl)ccc1Cl)c1ccc(N2CCOCC2)c([N+](=O)[O-])c1 | 1.1 | 3.7 | 0.6 | -5 | 1 | 8 | 0 | 1.7 | 11 | 5 | 0
CSC(=O)NC(=O)NC(=O)c1ccc([N+](=O)[O-])cc1 | 1.3 | -0.7 | 3.4 | 4 | -21 | -2 | 1 | -1.1 | -2 | 1 | -4
CC1=CC(=O)Nc2ccccc2S1 | 1.8 | . | -0.5 | -7 | . | -4 | 0 | . | 0 | 0 | 4
CC(=O)c1ccc(N2CCN(S(=O)(=O)c3ccc4c(c3)CC(C)N4C(=O)C3CC3)CC2)cc1 (stereo not drawn) | -1.4 | 2.1 | 1.8 | -15 | 15 | -4 | 2 | 4.0 | -6 | -2 | -2
Cc1cccc(C)c1OCC(O)CNC(C)(C)C (stereo not drawn) | 0.0 | 0.3 | 3.4 | -8 | -7 | -5 | 6 | -0.6 | 24 | -3 | -4
Cc1ccc2nc(SCC(=O)Nc3ncccn3)[nH]c2c1 | -1.7 | 2.0 | -0.9 | 1 | 3 | 4 | 0 | -2.8 | -7 | 2 | -1
CCCN(CCC)CCNC(=O)c1cc2c(=O)n(CC)c3ccccc3c2s1 | 1.3 | 0.3 | 4.2 | 11 | 8 | -13 | 1 | 0.9 | -4 | 0 | 4
COc1cc(/C=N/NC(=O)NC23CC4CC(CC(C4)C2)C3)ccc1O | -0.3 | 1.3 | 2.3 | -7 | -2 | -7 | 2 | 0.1 | -8 | 4 | -2
COc1ccc(C)cc1N(CC(N)=O)S(=O)(=O)c1ccc(C)cc1 | -1.5 | 1.8 | 0.8 | -7 | -6 | -5 | 5 | -1.1 | -20 | -7 | -10
O=C(c1cccc(F)c1)N1CCN(c2ccc([N+](=O)[O-])c(N3CCCCC3)c2)CC1 | 0.2 | 2.0 | 2.0 | 3 | -2 | -3 | -2 | 3.0 | 7 | 2 | 12
CCOC(=O)C1(Cc2ccccc2)NC(c2ccccc2F)C2C(=O)N(CC)C(=O)C21 (stereo not drawn) | -0.5 | 1.0 | 1.4 | -9 | . | 5 | -1 | 0.8 | -3 | 0 | 2
Cc1[nH]n(-c2ccc(F)cc2)c(=O)c1C=Nc1ccc(S(=O)(=O)N(C)C)cc1 | 0.6 | 0.3 | 1.1 | 3 | 76 | 2 | -4 | -3.0 | -17 | 0 | 2
O=C(NCCN1CCNC1=O)C1CCC(=O)N(CCc2ccc(Cl)cc2)C1 (stereo not drawn) | 2.8 | . | 2.0 | 6 | . | 6 | -2 | . | -21 | 5 | -7
COC(=O)Cc1cnc(NC(=O)C2C3CCC(C3)C2C(=O)O)s1 (stereo not drawn) | -0.9 | 2.9 | 1.7 | 4 | -9 | 19* | 6 | -1.5 | -13 | -2 | -8
O=C(NCCc1ccccc1)c1ccc(NS(=O)(=O)c2ccc3[nH]c(=O)[nH]c3c2)cc1 | 0.0 | 1.0 | 2.7 | 0 | -16 | -15 | 7 | 0.7 | 6 | -2 | -11
C/C(=N/NC(=O)C1CCCC1)c1ccc(NC(=O)C(F)(F)F)cc1 | 2.2 | -1.8 | 0.2 | -7 | -6 | -4 | 1 | 1.3 | -5 | 0 | -12
O=C(c1ccc2nsnc2c1)N1CCN(c2ccc([N+](=O)[O-])cc2)CC1 | 1.1 | 1.9 | -0.8 | -6 | -17 | 8 | 0 | 1.1 | -2 | 1 | -6
COc1ccc(-n2c(=O)cc(N3CCN(c4ccccc4)CC3)[nH]c2=O)cc1 | 0.4 | 0.1 | 1.2 | 2 | 2 | 6 | 4 | -0.3 | 9 | 3 | 5
CCN(CC)CCCn1c(C)cc2c(c1=O)C(c1cc(OC)c(OC)cc1OC)C(C#N)=C(N)O2 (stereo not drawn) | 0.6 | -1.7 | 3.9 | 9 | -5 | 6 | 5 | -0.3 | -4 | -1 | 2
O=C(CSC(=S)N1CCSCC1)c1ccccc1 | 1.7 | . | 3.4 | 4 | . | -4 | -12 | . | -33 | -7 | 2
COc1cc(/C=C/C2=NNC(=O)CC2)cc(OC)c1OC | 0.4 | -0.2 | 1.2 | -10 | 207 | 1 | 0 | 0.0 | -2 | 0 | -6
